# Screening data deposited in PubChem BioAssay by National Center for Advancing Translational Sciences (NCATS).
# LMNA splice mod: qHTS Assay for Modulators of Lamin A Splicing | HeLa LMNA splicing GFP/RFP minigene ratio, 48 h | Potency, µM (highest dose often 46.1 µM), inactives show at the top dose ratio change, negative = inhibition, hits mostly inhibitors | actives 0.01% (n = 200,000) | AID 1487, 2009; active means well fitted inhibition curve with a large enough effect in the signal ratio, with a control signal flat, not every such curve was filed as active; inconclusive means small, poorly fitted or top-dose-only effect, or effect the other way, or a change in a side signal; the % refers to the signal ratio; further: on the % scale 0 is the no-effect control and ±100 the full control effect
#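 Read-out is the ratio of GFP to DsRed2 object intensity, acquired by 488 nm laser-scanning cytometry on HeLa lamin A-EGFP minigene reporter cells. Compound incubation 48 hrs at 37 °C in Opti-MEM with 2% FBS; DMSO 0.5% final.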
# TRb-SRC2 inh: qHTS for Inhibitors of the Interaction of Thyroid Hormone Receptor and Steroid Receptor Coregulator 2. Thyroid hormone receptor beta (Homo sapiens), P10828. TRbeta-SRC2 peptide binding, fluorescence polarization; receptor liganded with 1 µM T3. Potency, µM (highest dose often 106 µM), for the others: at the top dose activity change, negative = inhibition, most hits filed as inhibitors. actives 0.065% (n = 280,000);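 further: plate controls were bound peptide for no effect and peptide without receptor for full effect; nearly all actives have a fitted effect of over 50% in size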
#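 Each compound concentration gave % activity, normalized to unbound and bound Texas Red SRC2 controls, from polarization read after 5 hr ambient incubation with T3-loaded human TRb LBD.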
# RGS12 GoLoco inh: qHTS Assay for Inhibitors of RGS12 GoLoco Motif Activity (Red Fluorophore). Guanine nucleotide-binding protein G(i) subunit alpha-1 (Homo sapiens), P63096. Gai1:RGS12 GoLoco peptide FP, rhodamine, 10 min. Potency, µM (top dose mostly 61.6 µM), for the others: at the top dose activity, negative = inhibition, actives largely listed as inhibitors. actives 0.44% (n = 230,000); active means well fitted inhibition curve with a large enough effect, not every such curve was filed as active; inactive means no such curve, though single readings can be large or run the other way; further: on the % scale 0 is the no-effect control and ±100 the full control effect; nearly all actives have a fitted effect of over 30% in size; many of its hits are not listed in these tables
# TR SRC2 fluor cs: Total Fluorescence Counterscreen for Inhibitors of the Interaction of Thyroid Hormone Receptor and Steroid Receptor Coregulator 2. TRb/SRC2 Texas Red total fluorescence interference. Potency, µM (series often up to 106 µM), without a hit: top-dose fluorescence change, negative = quenching. actives 0.29% (n = 280,000). AID 1479, 2009; active means well fitted curve in either direction with a large enough effect; inconclusive means small, poorly fitted or top-dose-only effect; further: on the % scale 0 is the no-effect control and ±100 the full control effect
#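 Human TRβ ligand-binding domain (0.6 uM) and Texas Red SRC2 peptide (20 nM) in Tris buffer with 1 uM T3 and 5% DMSO were incubated with pinned compound for 5 hr at ambient temperature. Total fluorescence was computed as S + 2P (555/632 nm).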
# ALDH1A1 inh: qHTS Assay for Inhibitors of Aldehyde Dehydrogenase 1 (ALDH1A1); Potency, µM (highest dose often 75.3 µM), without a hit: top-dose activity, negative = inhibition, actives largely listed as inhibitors; actives 7.3% (n = 220,000); AID 1030, 2008; Purified ALDH1A1, NADH fluorescence, propionaldehyde substrate; Aldehyde dehydrogenase 1A1 (Homo sapiens), P00352; active means well fitted inhibition curve with a large enough effect, not every such curve was filed as active; inconclusive means small, poorly fitted or top-dose-only effect, or another doubt; inactive means no such curve, though single readings can be large or run the other way;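 further: plate controls were no enzyme wells and a reference inhibitor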
# Target sequence (P00352 whole entry, looked up): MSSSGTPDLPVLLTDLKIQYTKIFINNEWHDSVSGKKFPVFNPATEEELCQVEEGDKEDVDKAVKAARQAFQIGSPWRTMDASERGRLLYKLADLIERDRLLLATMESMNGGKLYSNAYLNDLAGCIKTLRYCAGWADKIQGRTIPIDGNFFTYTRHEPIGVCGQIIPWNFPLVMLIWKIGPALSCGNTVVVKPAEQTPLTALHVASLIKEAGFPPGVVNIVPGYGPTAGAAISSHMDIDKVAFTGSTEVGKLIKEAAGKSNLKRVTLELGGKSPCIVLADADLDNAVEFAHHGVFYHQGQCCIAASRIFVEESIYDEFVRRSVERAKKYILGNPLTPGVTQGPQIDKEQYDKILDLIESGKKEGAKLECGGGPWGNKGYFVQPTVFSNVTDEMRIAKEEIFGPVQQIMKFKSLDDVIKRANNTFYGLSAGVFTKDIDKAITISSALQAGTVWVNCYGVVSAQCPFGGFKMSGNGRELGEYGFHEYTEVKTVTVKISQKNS
# SMN2 splice up: qHTS Assay for Enhancers of SMN2 Splice Variant Expression; HEK293 SMN2-luciferase splicing reporter, luminescence, 30-36 h; Potency, µM (titrated, usually from 46.1 µM), without a hit: at the top dose activity change, positive = activation, actives largely listed as activators; actives 2.8% (n = 210,000); AID 1458, 2008; further: % of control where 0% means no effect; nearly all actives have a fitted effect of over 55% in size
#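 HEK293 cells carry an SMN2 minigene-luciferase reporter in which exon 7 inclusion puts luciferase in frame. Cells were seeded at 2000 cells/well, attached for 10-12 hours, then exposed to compounds for 30-36 hours at 37C before ONE-Glo luminescence.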
# RECQ1 inh: qHTS Assay for Inhibitors of RecQ-Like Dna Helicase 1 (RECQ1). RECQ1 DNA unwinding, red fluorescence kinetic read. Potency, µM (titrated, usually from 57.3 µM), for inactives: top-dose activity, negative = inhibition, usual class: inhibitors. actives 0.54% (n = 240,000);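 further: plate controls were vehicle for no effect and no enzyme for full effect; nearly all actives have a fitted effect of over 30% in size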
#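 50 nM RECQ1T1 preincubated 15 min with compound in Tris pH 8.0 buffer with MgCl2, DTT, Tween-20 and 2.5 ug/ml poly(dI-dC); started with 200 nM TAMRA/BHQ-2 forked duplex and 2 mM ATP. Unwinding read as fluorescence (525/598 nm), two reads 2 h apart.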
# KDM4E inh: qHTS Assay for Inhibitors of Human Jumonji Domain Containing 2E (JMJD2E) | Lysine-specific demethylase 4E (Homo sapiens), B2RXH2 | JMJD2E catalytic domain, FDH-coupled NADH fluorescence (FDH is formaldehyde dehydrogenase) | Potency, µM (top dose mostly 57.1 µM), without a hit: top-dose activity change, negative = inhibition, actives largely listed as inhibitors | actives 1.6% (n = 230,000) | AID 2147, 2009; active means well fitted inhibition curve with a large enough effect, not every such curve was filed as active; inconclusive means small, poorly fitted or top-dose-only effect, or another doubt; inactive means no such curve, though single readings can be large or run the other way;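 further: 0% = wells with enzyme and -100% = buffer wells without enzyme; nearly all actives have a fitted effect of over 50% in size; many of its hits are not listed in these tables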
# Target sequence (B2RXH2 1-337 limits assumed): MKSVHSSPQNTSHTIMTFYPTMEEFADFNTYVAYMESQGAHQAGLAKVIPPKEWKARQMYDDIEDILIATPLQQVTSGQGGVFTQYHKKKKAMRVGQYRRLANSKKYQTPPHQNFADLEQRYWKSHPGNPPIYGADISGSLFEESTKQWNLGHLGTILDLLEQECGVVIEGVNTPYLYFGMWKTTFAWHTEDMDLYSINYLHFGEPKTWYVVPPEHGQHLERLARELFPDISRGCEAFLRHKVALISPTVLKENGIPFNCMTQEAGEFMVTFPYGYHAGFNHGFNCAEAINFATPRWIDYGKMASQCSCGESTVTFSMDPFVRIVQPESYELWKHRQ
# Active calls of the source: *; i = inactive; ? = inconclusive; . = not tested or not shown; [ ] = another dose, or the depositor's remark. Unless noted, the call rests on the fitted dose curve; in most records, active means well fitted curve in the direction sought with a large enough effect; inconclusive means small, poorly fitted or top-dose-only effect, or another doubt; inactive means no such curve, though single readings can be large; an effect the other way counts as inactive or inconclusive. Potency means the concentration at half of the fitted maximal effect.
compound	LMNA splice mod	TRb-SRC2 inh	RGS12 GoLoco inh	TR SRC2 fluor cs	ALDH1A1 inh	SMN2 splice up	RECQ1 inh	KDM4E inh
COc1ccc(NC(=O)CCN2C(=O)c3ccncc3C2=O)cc1OC	.	1%	2%	0%	.	.	i	-2%
COc1ccc(/C=C(/CC(=O)Nc2ccc(C)cc2)c2nc3ccccc3s2)cc1	-10%	0%	13%	1%	-4%	-19%	-6%	-5%
Cc1ccc(C)c(N2CCN(C(=O)C3CCCCN3S(=O)(=O)c3ccc(F)cc3)CC2)c1 (stereo not drawn)	?	-8%	11%	-2%	-1%	.	-2%	-2%
O=C(CC1(O)C(=O)Nc2ccccc21)c1ccc(-n2cccc2)cc1 (stereo not drawn)	5%	0%	21%	2%	?	20%	-2%	9%
C=CCn1c(N)c(C(=O)OCC(C)C)c2nc3ccccc3nc21	10%	-30%	.	1%	?	.	-5%	?
O=c1c2ccccc2cnn1Cc1cccc(Br)c1	.	-6%	-1%	0%	5%	-4%	11%	-5%
COc1ccc(CCNC(=S)N2CCC(C(=O)c3ccc(F)cc3)CC2)cc1OC	1%[9.22 µM]	6%	7%	-6%	4%	-65%[inhibitor]	-9%	-2%
CC(C)COc1ccc(CN=C(N)N=C(N)N)cc1Cl	?	5%	5%	-2%	9%	-19%	-5%	-4%
Cn1cc(C(=O)NCCN2CCN(c3cccc(Cl)c3)CC2)c2c3ccccc3n(C)c2c1=O	-2%	-6%	1%	-6%	?	?	8%	?
Cc1cc(C)c(NC(=O)COC(=O)CCc2ccc(S(=O)(=O)N3CCCCC3)cc2)c(C)c1	-8%	3%	.	-1%	-9%	.	1%	4%
CC(C)c1ccc2c(c1)C1(NN=C(c3ccccc3)S1)C(=O)N2 (stereo not drawn)	?	-13%	14%	-6%	?	-71%[inhibitor]	-7%	-29%
CCOC(=O)c1c(NC(=O)CSc2nnc(Cc3ccccc3)o2)sc(C(C)=O)c1C	-13%	6%	8%	1%	-5%	-7%	14%	2%
COC(=O)N1[C@H](C)C=C[C@]1(Cc1ccccc1)C(=O)OC	.	3%	0%	-3%	9%	3%	-7%	3%
CC(O)c1cccc(NC(=O)C2CCCCC2)c1 (stereo not drawn)	?	-6%	-4%	-1%	5%	-4%	23%	-2%
Cc1ccc(NC(=S)N(CCCN2CCCC2)Cc2cccn2Cc2ccc(Cl)cc2)cc1C	.	1%	6%	-1%	?	-74%[inhibitor]	-18%	5%
COC(=O)c1ccc(NC(=O)CN2C(=O)CSC2=O)cc1	0%	-7%	-8%	-1%	-12%	8%	-10%	11%
Nc1ccc(CN2CCCCCC2)cc1	2%	2%	7%	1%	?	1%	i	2%
Cc1[nH]nc(SCC(=O)N2CCC(C)CC2)c1[N+](=O)[O-]	2%	-22%	52%[activator]	1%	10µM*	-14%	2%	-5%
O=C(O)C1(P(=O)(c2ccc(Cl)cc2)c2ccc(Cl)cc2)CCCC1	-31%[46 µM]	-2%	0%	0%	1%	4%	i	8%
C=CCSc1nc2c(c(=O)[nH]c(=O)n2C)n1Cc1ccc(C)cc1	-14%	11%	-3%	6%	-11%	-40%[inhibitor]	-4%	-2%
NNC(=O)COc1cccc(C(F)(F)F)c1	-6%[46 µM]	-2%	-1%	-3%	-20%	6%	-7%	55%[activator]
FC(F)(F)c1nc(=S)c2ccccc2[nH]1	.	-5%	-14%	0%	8.9µM*	-4%	-1%	10µM*
Cc1cc(/C=C(\C#N)C(=O)OCC(=O)NC(=O)NC(C)(C)C)c(C)n1CCC(C)C	-18%	-1%	29%	-1%	?	1%	-3%	?
N/C(=N\OC(=O)COc1ccc2ccccc2c1Br)c1ccccn1	.	1%	-11%	-2%	-10%	?	i	-3%
C=CCn1c(SCC(=O)NCC)nnc1-c1cc2c(s1)CCC(CC)C2 (stereo not drawn)	?	0%	3%	-5%	?	?	1%	?
COC(=O)C1=C(N)N(c2ccc(F)cc2)C2=C(C(=O)CCC2)C1c1ccc2c(c1)OCO2 (stereo not drawn)	-4%	-2%	1%	-5%	0%	18%	-4%	8%
O=C(CC1S/C(=N/N=C/c2cccs2)NC1=O)Nc1ccc(Cl)cc1 (stereo not drawn)	-1%	11%	4%	1%	-6%	-1%[1.84 µM]	-2%	-4%
Cc1cccc(Nc2nc(-c3ccccn3)cs2)n1	-22%	7%	6%	-3%	?	3.2µM*	6%	2%
CC(=O)Nc1cccc(C2=CC(c3ccco3)n3ncnc3N2)c1 (stereo not drawn)	-23%[46 µM]	-4%	-4%	-3%	?	15%	8%	?
OCCC1CN(Cc2cc3c(cc2Cl)OCO3)CCN1C1CCCCC1 (stereo not drawn)	0%[46 µM]	-4%	-4%	-1%	-2%	.	6%	1%
Cc1cccc(Oc2nc(-c3ccccc3)cc(C)c2S(C)(=O)=O)c1C	-24%	7%	2%	0%	?	-19%	-24%	?
COc1cccc(NS(=O)(=O)c2ccc3c(c2)n(C)c(=O)c(=O)n3C)c1	-9%	7%	-2%	-1%	?	-31%[inhibitor]	-7%	-3%
O=C(Cn1nnc(-c2ccc(N3CCOCC3)cc2)n1)N1CCOCC1	.	-3%	5%	3%	.	.	i	-3%
COc1cc2ncc(S(=O)(=O)c3ccccc3)c(N3CCC4(CC3)OCCO4)c2cc1OC	.	6%	5%	0%	?	.	i	-3%
COc1ccc(-c2nn(-c3ccccc3)cc2/C=N/Nc2ccccn2)cc1	9%[46 µM]	0%	0%	-2%	13%	-10%	i	-15%
COc1cc(C)c(NC(=S)Nc2cccc(Cl)c2C)cc1OC	-17%	-4%	4%	8%	?	-13%	-12%	?
CCOC(=O)Cc1ncccc1C(=O)Nc1ccc(OC(F)(F)F)cc1	-18%[46 µM]	0%	2%	-8%	0%	-13%	0%	0%
CC(C)NC(=O)NC(=O)CSc1nnc(-c2ccccc2F)n1N	-9%[46 µM]	0%	9%	-2%	5%	15%	-4%	2%
COc1ccc(N2C(=O)C3C(c4ccc(OC)cc4O)NC(Cc4ccccc4)(C(=O)O)C3C2=O)cc1 (stereo not drawn)	.	4%	7%	-7%	6%	23%	i	-21%
CC[C@H]1OC(=O)[C@H](C)[C@@H](O[C@H]2C[C@@](C)(OC)[C@@H](O)[C@H](C)O2)[C@H](C)[C@@H](O[C@@H]2O[C@H](C)C[C@H](N(C)C)[C@H]2O)[C@](C)(OC)C[C@@H](C)C(=O)[C@H](C)[C@@H](O)[C@]1(C)O	.	5%	12%	-6%	.	.	-2%	-7%
CC(Oc1ccccc1)C(=O)NC1CC(C)(C)NC(C)(C)C1 (stereo not drawn)	0%	-2%	11%	3%	-3%	26%	0%	9%
Cc1ccc(S(=O)(=O)N2C(=O)CCC2C(=O)Nn2cnnc2)cc1 (stereo not drawn)	3%	-9%	-8%	-2%	3%	12%	6%	2%
O=c1oc(-c2cccs2)nc2sc3c(c12)CCC3	-10%	-1%	-1%	-7%	2%	?	0%	4%
Cc1ccc(C)c2sc(NC(=O)c3ccc(N4CCCCC4)c([N+](=O)[O-])c3)nc12	-5%	6%	-13%	1%	-1%	-34%[inhibitor]	-1%	11%
COc1cc([N+](=O)[O-])cc(/C=N/NC(=O)Cn2nc(C)cc2C)c1O	.	-1%	4%	-1%	.	.	2%	7.1µM*
CCn1c(C(C#N)/C(=N\S(=O)(=O)c2cccs2)c2ccccc2)nc2ccccc21 (stereo not drawn)	5%	4%	-3%	1%	10µM*	-10%	11%	15%
COCCn1c(SCC(=O)NC(=O)NC(C)(C)C)nc2ccccc21	-8%	-4%	-3%	-7%	7%	-23%	i	5%
CC(=O)Oc1ccc(/C=N/NS(=O)(=O)c2ccccc2)cc1	?	0%	8%	-3%	5%	-14%	i	?
CN1CC=C2C(C#N)=C(N)C(C#N)(C#N)C(CCc3ccccc3)C2C1 (stereo not drawn)	-15%	-1%	11%	2%	?	-10%	0%	?
O=c1[nH]c(CSc2nnnn2-c2ccccc2)nc2ccccc12	-4%[46 µM]	-6%	7%	-6%	0%	-22%	i	?
CC1(C)CC(=O)C=C(NCc2cccnc2)C1	3%	-3%	1%	-6%	-2%	14%	-3%	0%
O=C(O)c1ccc2c(c1)C(c1ccccc1)OC2=O (stereo not drawn)	-5%	0%	.	-4%	?	.	10%	?
Cc1nnsc1S(=O)(=O)Cc1ccccc1Cl	6%	0%	7%	-3%	?	10%	-6%	3%
O=C(OCC(=O)N1CCCCCC1)c1ccc(Cl)c(S(=O)(=O)N2CCCC2)c1	-8%[46 µM]	-2%	-5%	0%	?	-9%	-18%	13%
Cc1cccc(C(CC(=O)NCc2ccco2)c2ccccc2)c1O (stereo not drawn)	-8%[46 µM]	-5%	2%	-1%	-6%	3%	i	-13%
COC(=O)c1c(NC(=O)c2nc3ncccn3n2)sc(C(=O)N(C)C)c1C	-7%	-2%	-9%	-6%	-2%	9%	-9%	-4%
COCCCNC(=O)CSC1=Nc2ccccc2C2=NC(CC(=O)NCc3ccccc3)C(=O)N12 (stereo not drawn)	?	-1%	-15%	-2%	?	8%	-4%	-2%

# A portion of the library, so the mix of outcomes need not match the whole.
